Screens deposited in PubChem BioAssay by several laboratories.
Arr AP2 block: blocks beta-arrestin peptide binding to AP2 adaptin. FITC-arrestin peptide / GST-AP2 beads, flow cytometry; AP2 beta2 appendage carries R879A mutation. inhibition, % at 10 µM. 0.31% of 340,000 active. AID 504490;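 active means inhibition above a set limit, near 3 SD of compounds lacking own fluorescence, cut at about 54% in these data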;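 further: plate controls were DMSO wells for no effect and 5 µM unlabelled arrestin peptide for full effect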
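System: GST-AP2 R879A glutathione beads. Medium: PBS with 0.05% Tween 20 and 0.1% BSA. Also added: FITC-arrestin peptide, 50 nM. Incubation: 12 min plus 1 h, RT. Measured by: high-throughput flow cytometry of beads, ex 488, em 535 nm. Evaluation: percent drop in bead-associated FITC signal.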
OPRM1-OPRD1 inv: inverse agonist of human OPRM1-OPRD1 heterodimerization. 0.21% of 340,000 active. P35372+P41143. inhibition, % at 9.3 µM. cell-based MOR-DOR heterodimer luminescence, inverse agonism; in the data active means inhibition above about 22%, passing the limit was not always enough;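 further: 0% = cells with DMSO and 100% = wells without cells with DMSO; values of inactives mirror those of a sister screen read the other way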
E coli growth: counter-screen for AddAB inhibitors: E. coli growth inhibition; E. coli V3065 growth, OD600 absorbance, 18 h; inhibition, % at 11.9 µM; 0.27% of 330,000 active;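 active means inhibition above the campaign's mean inhibition across all tested compounds plus 3 SD, cut at about 9.9% in these data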;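 further: uninfected addAB+ strain grown without phage in ampicillin broth; 0% = DMSO wells and 100% = ciprofloxacin 0.95 µg/ml wells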
phage Ecoli inh: E. coli growth loss with phage present; 0.26% of 360,000 active; inhibition, % at 11.9 µM; growth absorbance; in the data active means inhibition above about 11%
PfHsp90 set2: inhibits growth of yeast expressing Plasmodium falciparum Hsp90; S. cerevisiae expressing PfHsp90, BacTiter-Glo ATP, 48 h; yeast lacking PDR1 and PDR3 efflux regulators; inhibition, % at 9.4 µM; 0.32% of 310,000 active; AID 504621;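 active means every replicate shows inhibition above about 80%, whatever the replicate mean, limit read from the data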;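 further: 0% = DMSO neutral controls and 100% = 20 µM radicicol positive controls; yeast relying on Plasmodium falciparum Hsp90 in place of its own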
DSG3 Ab inh: blocks pemphigus antibody binding to human desmoglein-3. P32926. DSG3-coupled beads, scFv-anti-DSG3-GFP binding, flow cytometry; active compounds read low. binding (percent of control), % at 10 µM. 0.48% of 310,000 active;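 active means binding more than 3 SD below its plate's average and above zero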;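 further: hits lower antibody fragment binding to DSG3; some compounds called inactive have numbers as strong as hits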
Target sequence (P32926 whole entry, looked up, the tested form may be a part): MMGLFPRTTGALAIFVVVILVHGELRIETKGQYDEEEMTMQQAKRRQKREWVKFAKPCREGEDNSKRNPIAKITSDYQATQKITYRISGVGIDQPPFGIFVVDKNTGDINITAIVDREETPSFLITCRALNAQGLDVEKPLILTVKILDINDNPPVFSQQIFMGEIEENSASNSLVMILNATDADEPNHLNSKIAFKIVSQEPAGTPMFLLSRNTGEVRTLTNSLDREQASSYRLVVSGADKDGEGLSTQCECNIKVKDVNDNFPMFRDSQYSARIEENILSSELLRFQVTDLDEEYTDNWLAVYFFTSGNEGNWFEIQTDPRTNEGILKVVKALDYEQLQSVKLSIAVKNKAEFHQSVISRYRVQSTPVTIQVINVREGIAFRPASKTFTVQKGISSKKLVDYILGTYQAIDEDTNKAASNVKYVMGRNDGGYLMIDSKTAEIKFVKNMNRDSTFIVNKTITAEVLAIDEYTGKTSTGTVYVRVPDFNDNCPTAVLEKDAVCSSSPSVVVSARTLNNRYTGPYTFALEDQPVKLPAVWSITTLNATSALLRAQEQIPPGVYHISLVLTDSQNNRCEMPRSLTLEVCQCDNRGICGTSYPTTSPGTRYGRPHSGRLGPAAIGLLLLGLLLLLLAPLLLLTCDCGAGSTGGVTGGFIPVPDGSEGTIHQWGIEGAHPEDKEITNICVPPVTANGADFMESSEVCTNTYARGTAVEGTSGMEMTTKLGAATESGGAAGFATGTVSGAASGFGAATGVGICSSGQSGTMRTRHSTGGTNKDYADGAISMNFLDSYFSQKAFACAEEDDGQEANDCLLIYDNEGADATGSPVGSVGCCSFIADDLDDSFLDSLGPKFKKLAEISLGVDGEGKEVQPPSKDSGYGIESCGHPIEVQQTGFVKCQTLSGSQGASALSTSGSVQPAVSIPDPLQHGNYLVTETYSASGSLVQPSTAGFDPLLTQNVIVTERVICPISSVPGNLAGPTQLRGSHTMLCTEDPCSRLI
OPRM1-OPRD1 ag: agonists of human mu-delta opioid receptor heterodimerization. cells, OPRM1-OPRD1 heterodimerization, luminescence. 0.3% of 340,000 active. activation, % at 9.3 µM; in the data active means activation above about 18%;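 further: 0% = vehicle-treated cells and 100% = reference agonist; values of inactives mirror those of a sister screen read the other way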
AddAB inh: less growth of phage-infected E. coli with AddAB; inhibition, % at 11.9 µM; E. coli expressing H. pylori AddAB, absorbance growth; 0.29% of 330,000 active; AID 435030; in the data active means inhibition above about 12%;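 further: 0% = vehicle wells of infected cells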
Mot1-301 SUMO: blocks SUMOylation pathway, rescuing yeast Mot1-301 growth | S. cerevisiae Mot1-301 growth rescue, ATP luminescence, 38.5C; percent above DMSO median, 100 means doubled | growth rescue, % at 18.8 µM | 1% of 320,000 active | AID 2716;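 active means every valid replicate shows activation above 250% relative to neutral control wells; inactive means the rest, any valid replicate at or below 250%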;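 further: OY570 slx delta 5 strain wells were the positive control but not used for scaling; some compounds called inactive have numbers as strong as hits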
PKA-R1A activ: PKA-R1A complex activation. PKA-R1A dissociation, Cy5-IP20 fluorescence polarization; scaled: DMSO 0%, 113 µM cGMP 100%. AID 504707. 0.083% of 340,000 active. activation, % at 11.4 µM;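 active means percent activation above the mean of all tested compounds plus 3 SD, cut at about 19% in these data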;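 further: higher means more PKAc released from R1A so a rise in polarization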
Tat export inh: E. coli Tat transport inhibition | E. coli MC4100 TorA-mCherry Tat export, fluorescence | inhibition, % at 10 µM | 0.036% of 340,000 active | AID 488895;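 active means mean replicate inhibition at least 50% and at least half of replicates individually reaching 50%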;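 further: exported cargo escapes ClpAP degradation while cytoplasmic cargo is degraded and loses fluorescence; 0% = median of neutral control wells and 100% = median of NaSCN control wells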
* = called active by the depositor.

O=C(CN1C(=O)CSc2ncccc21)NCCN1CCOCC1 was read as Arr AP2 block 50, OPRM1-OPRD1 inv 4, E coli growth -0.6, phage Ecoli inh 4.2, PfHsp90 set2 11, DSG3 Ab inh 111, OPRM1-OPRD1 ag -0.8, AddAB inh 3.1, Mot1-301 SUMO 4, PKA-R1A activ 9 and Tat export inh -11.
For COc1ccc(S(=O)(=O)N(C)C[C@H]2Oc3c(NC(=O)C4CCCCC4)cccc3C(=O)N([C@H](C)CO)C[C@@H]2C)cc1 the results were Arr AP2 block -2, OPRM1-OPRD1 inv 11, E coli growth -0.1, phage Ecoli inh -1.0, DSG3 Ab inh 100, OPRM1-OPRD1 ag -2.1, AddAB inh -1.9, Mot1-301 SUMO 5, PKA-R1A activ 3 and Tat export inh -6.
Screening CC1CCCC(C)N1C(=O)CN1CCN(c2nc(-c3ccc(F)cc3)cs2)CC1 (centres undefined) returned Arr AP2 block -8, OPRM1-OPRD1 inv -11, E coli growth -2.9, phage Ecoli inh 1.2, DSG3 Ab inh 101, OPRM1-OPRD1 ag 2.1, AddAB inh 1.8, Mot1-301 SUMO 28, PKA-R1A activ -20 and Tat export inh 3.
`Cc1ccccc1NC(=O)c1ccccc1NC(=O)c1ccccc1F` gave Arr AP2 block 6, OPRM1-OPRD1 inv 5, phage Ecoli inh 0.6, PfHsp90 set2 -2, DSG3 Ab inh 112, OPRM1-OPRD1 ag -1.1, Mot1-301 SUMO -5, PKA-R1A activ -4 and Tat export inh 2.
`COC(=O)c1cc(Cl)c(NC(=O)c2ccc(F)cc2)cc1OC` gave Arr AP2 block 37, OPRM1-OPRD1 inv 1, E coli growth -1.0, phage Ecoli inh 3.0, PfHsp90 set2 11, OPRM1-OPRD1 ag -0.1, AddAB inh 4.3, Mot1-301 SUMO -4, PKA-R1A activ 1 and Tat export inh -3.
COc1ccc(N2CCN(C(=O)c3ccc(CS(=O)(=O)c4ccccc4C)o3)CC2)cc1 was read as Arr AP2 block -4, OPRM1-OPRD1 inv 1, E coli growth 0.6, phage Ecoli inh 2.6, PfHsp90 set2 2, DSG3 Ab inh 101, OPRM1-OPRD1 ag -0.2, AddAB inh 0.3, Mot1-301 SUMO -7, PKA-R1A activ -5 and Tat export inh -6.
`CCCc1cc(Nc2ccccc2OCC)n2ncnc2n1` gave Arr AP2 block 3, OPRM1-OPRD1 inv -7, E coli growth -1.4, phage Ecoli inh 0.9, PfHsp90 set2 -4, DSG3 Ab inh 104, OPRM1-OPRD1 ag 1.3, AddAB inh 1.0, Mot1-301 SUMO -8, PKA-R1A activ -1 and Tat export inh 10.
`COc1ccc(C(=O)Nc2ccccc2C(=O)NCc2cccnc2)cc1OC` gave Arr AP2 block -4, OPRM1-OPRD1 inv 3, E coli growth 3.2, phage Ecoli inh 1.7, PfHsp90 set2 -2, OPRM1-OPRD1 ag -0.6, AddAB inh 1.1, Mot1-301 SUMO 1, PKA-R1A activ 2 and Tat export inh -4.
Cc1ccc(S(=O)(=O)c2nnn3c2nc(N2CCOCC2)c2ccccc23)cc1 was read as Arr AP2 block 36, OPRM1-OPRD1 inv -2, E coli growth -2.0, phage Ecoli inh 3.1, PfHsp90 set2 31, DSG3 Ab inh 112, OPRM1-OPRD1 ag 0.4, AddAB inh 2.8, Mot1-301 SUMO -10, PKA-R1A activ 0 and Tat export inh 2.
Screening CC1CCN(c2ccc3nnc(CCC(=O)NCc4ccco4)n3n2)CC1 returned Arr AP2 block 12, OPRM1-OPRD1 inv 12, E coli growth -0.1, phage Ecoli inh 4.3, PfHsp90 set2 6, OPRM1-OPRD1 ag -2.3, AddAB inh 1.9, Mot1-301 SUMO -5, PKA-R1A activ 9 and Tat export inh 2.
`CCc1nnc(NC(=O)Nc2ccc(Cl)cc2)s1` gave Arr AP2 block -11, OPRM1-OPRD1 inv -12, E coli growth 4.3, phage Ecoli inh 6.2, PfHsp90 set2 9, DSG3 Ab inh 98, OPRM1-OPRD1 ag 2.3, AddAB inh 2.6, Mot1-301 SUMO 6, PKA-R1A activ -10 and Tat export inh 6.
Cc1oc(-c2nc3ccccc3n2C)cc1C(=O)c1ccccc1 was read as Arr AP2 block 8, OPRM1-OPRD1 inv -12, E coli growth 0.9, phage Ecoli inh 2.5, PfHsp90 set2 43, DSG3 Ab inh 104, OPRM1-OPRD1 ag 2.1, AddAB inh 1.4, Mot1-301 SUMO -21, PKA-R1A activ -5 and Tat export inh 5.
Screening Cc1n[nH]c(C)c1S(=O)(=O)N1CCc2ccccc21 returned Arr AP2 block 25, OPRM1-OPRD1 inv 8, E coli growth 1.4, phage Ecoli inh 2.0, PfHsp90 set2 10, OPRM1-OPRD1 ag -1.4, AddAB inh 1.7, PKA-R1A activ 1 and Tat export inh -3.
`COc1cc(NC(=O)c2ccc(OC)c([N+](=O)[O-])c2)ccc1NC(=O)c1cccs1` gave Arr AP2 block -9, OPRM1-OPRD1 inv 14, E coli growth -0.9, phage Ecoli inh 3.9, PfHsp90 set2 2, DSG3 Ab inh 108, OPRM1-OPRD1 ag -2.6, AddAB inh -0.8, Mot1-301 SUMO -7, PKA-R1A activ -13 and Tat export inh -7.
`O=C(CSc1nc2ccccc2o1)Nc1nc(-c2ccccc2)cs1` gave Arr AP2 block 10, OPRM1-OPRD1 inv -36, E coli growth 0.3, phage Ecoli inh 3.7, PfHsp90 set2 -134, DSG3 Ab inh 108, OPRM1-OPRD1 ag 6.9, AddAB inh 2.1, Mot1-301 SUMO 16, PKA-R1A activ -10 and Tat export inh 7.
`O=C1C2CCCN2C(c2ccc(Br)cc2)N1c1ccc(F)cc1` (centres undefined) gave Arr AP2 block 8, OPRM1-OPRD1 inv 4, E coli growth 0.9, phage Ecoli inh 5.9, PfHsp90 set2 -17, DSG3 Ab inh 124, OPRM1-OPRD1 ag -0.8, AddAB inh 2.7, Mot1-301 SUMO -8, PKA-R1A activ 3 and Tat export inh -1.
`Cc1ccc(P(C)(=O)c2ccc(C)cc2)cc1` gave Arr AP2 block 9, OPRM1-OPRD1 inv -12, E coli growth 2.2, phage Ecoli inh 3.0, PfHsp90 set2 8, DSG3 Ab inh 113, OPRM1-OPRD1 ag 2.1, AddAB inh 1.6, Mot1-301 SUMO 13, PKA-R1A activ -8 and Tat export inh -2.
Screening O=C1NC2=C(C(=O)CCC2)C(c2ccccc2)N1 (centres undefined) returned Arr AP2 block 0, OPRM1-OPRD1 inv 0, E coli growth 0.1, phage Ecoli inh -1.2, PfHsp90 set2 -16, DSG3 Ab inh 108, OPRM1-OPRD1 ag 0.0, AddAB inh 7.3, Mot1-301 SUMO -6, PKA-R1A activ -5 and Tat export inh 2.
For COc1ccc(NC(=O)c2ccc(-n3cncn3)c([N+](=O)[O-])c2)cc1OC the results were Arr AP2 block 32, OPRM1-OPRD1 inv 7, E coli growth 0.4, phage Ecoli inh 1.7, PfHsp90 set2 21, DSG3 Ab inh 94, OPRM1-OPRD1 ag -1.5, AddAB inh -1.2, Mot1-301 SUMO -8, PKA-R1A activ -11 and Tat export inh -3.
Screening CCOC(=O)c1cc(C#N)c(Oc2ccc(F)cc2)nc1-c1ccccc1 returned Arr AP2 block 1, OPRM1-OPRD1 inv 6, E coli growth 1.6, phage Ecoli inh 1.3, PfHsp90 set2 -12, OPRM1-OPRD1 ag -1.5, AddAB inh 4.5, Mot1-301 SUMO -7, PKA-R1A activ -17 and Tat export inh 1.
`CCN(C(=O)CSc1ncnc2c1cnn2-c1ccccc1)C1CCS(=O)(=O)C1` (centres undefined) gave Arr AP2 block 12, OPRM1-OPRD1 inv 8, E coli growth 2.4, phage Ecoli inh 3.2, PfHsp90 set2 12, DSG3 Ab inh 104, OPRM1-OPRD1 ag -1.6, AddAB inh 1.9, Mot1-301 SUMO -9, PKA-R1A activ -4 and Tat export inh 3.
O=C(Nc1ccc(N2CCOCC2)cc1)C1CC1 was read as Arr AP2 block 9, OPRM1-OPRD1 inv -2, E coli growth -1.8, phage Ecoli inh 2.0, OPRM1-OPRD1 ag 0.3, AddAB inh 2.5, Mot1-301 SUMO 2, PKA-R1A activ 4 and Tat export inh -3.
For O=C(c1cc(-c2ccccc2Cl)nc2ccccc12)N1CCN(c2ccccc2O)CC1 the results were Arr AP2 block 2, OPRM1-OPRD1 inv -9, E coli growth 1.1, phage Ecoli inh 3.8, DSG3 Ab inh 92, OPRM1-OPRD1 ag 1.8, AddAB inh -0.2, Mot1-301 SUMO -1, PKA-R1A activ -6 and Tat export inh 4.
`O=c1cc(O)c2sc3nc(-c4ccccc4)cc(C(F)(F)F)c3c2[nH]1` gave Arr AP2 block 10, OPRM1-OPRD1 inv 9, E coli growth 0.6, phage Ecoli inh 2.3, PfHsp90 set2 -13, DSG3 Ab inh 106, OPRM1-OPRD1 ag -1.6, AddAB inh 2.9, Mot1-301 SUMO 18, PKA-R1A activ -10 and Tat export inh 0.
C#CCn1ccc(O)c(Cc2ccccc2)c1=O was read as Arr AP2 block 6, OPRM1-OPRD1 inv 11, E coli growth 1.4, phage Ecoli inh 4.6, PfHsp90 set2 -7, DSG3 Ab inh 109, OPRM1-OPRD1 ag -2.5, AddAB inh -0.9, Mot1-301 SUMO 3, PKA-R1A activ 4 and Tat export inh -12.
`Cc1cc(OCC(=O)Nc2ccc3oc(=O)ccc3c2)ccc1Cl` gave Arr AP2 block 5, OPRM1-OPRD1 inv 3, E coli growth 0.8, phage Ecoli inh 2.8, PfHsp90 set2 -6, DSG3 Ab inh 97, OPRM1-OPRD1 ag -0.4, AddAB inh 4.2, Mot1-301 SUMO 31, PKA-R1A activ 4 and Tat export inh -7.
For S=C(NCC1CCCO1)Nc1ccccc1Cl (centres undefined) the results were Arr AP2 block 2, OPRM1-OPRD1 inv -1, E coli growth -0.1, phage Ecoli inh 1.8, PfHsp90 set2 2, OPRM1-OPRD1 ag 0.2, AddAB inh 3.9, Mot1-301 SUMO -15, PKA-R1A activ -8 and Tat export inh 5.
For CC1(C)Oc2ccc3ccc(=O)oc3c2-c2cn[nH]c21 the results were Arr AP2 block -10, OPRM1-OPRD1 inv 7, E coli growth -2.4, phage Ecoli inh 0.7, PfHsp90 set2 23, DSG3 Ab inh 96, OPRM1-OPRD1 ag -1.4, AddAB inh -2.2, Mot1-301 SUMO 13, PKA-R1A activ 3 and Tat export inh 11.
OCCOCCn1c(C(CO)Nc2nc(-c3cccc(Br)c3)cs2)nc2ccccc21 (centres undefined) was read as Arr AP2 block 2, OPRM1-OPRD1 inv 8, E coli growth -1.5, phage Ecoli inh 2.6, DSG3 Ab inh 101, OPRM1-OPRD1 ag -1.4, AddAB inh 3.9, Mot1-301 SUMO -1, PKA-R1A activ -1 and Tat export inh -2.
`CC(=O)Nc1ccc2nc(-c3ccccc3)cn2c1` gave Arr AP2 block 21, OPRM1-OPRD1 inv -4, E coli growth 0.1, phage Ecoli inh 2.3, PfHsp90 set2 -33, DSG3 Ab inh 93, OPRM1-OPRD1 ag 0.6, AddAB inh -2.9, Mot1-301 SUMO -5, PKA-R1A activ 1 and Tat export inh 1.
